Assay outcomes from PubChem BioAssay.
HEK293 NOD2/NF-kB: inhibition of NOD2-driven NF-kB reporter – cell-based, luminescence, uHTS, HEK293 (AID 1566). HEK293 NOD2/NF-kB luciferase reporter, luminescence; higher % means a stronger effect. inhibition, % at 4 µM; hits with a dose series show EC50 in µM. 0.63% of 290,000 active; further: many of its hits are not listed in these tables
Dynein cargo inh: dynein cargo transport inhibition | 3617.4 mouse cells, GR-EGFP nuclear translocation imaging; test concentration mostly 20 µM; stimulated with dexamethasone, 1 µM; hits give low values | z-score, hits read low | 0.47% of 220,000 active | AID 1381;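 active means plate z-score of nuclear minus cytoplasmic receptor signal below a set negative limit, without overly bright fluorescence or cell loss, cut at about -3.5 in these data, passing the limit was not always enough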;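 further: z-score of nuclear minus cytoplasmic ring GR-EGFP intensity difference per well; some compounds called inactive have numbers as strong as hits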
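Buffer or medium: tet-free, stripped-serum medium; Also added: dexamethasone, 1.0 µM final; Technique: high-content fluorescence imaging after fixation; Times: 48 h induction, 1 h compound, 30 min dex at 37 °C; Read-out: per-cell GR-EGFP intensity, nucleus versus surrounding cytoplasmic ring, well-averaged.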
NOD1 NF-kB reporter: NOD1 signaling inhibitors, primary screen, cell-based, luminescence, uHTS (AID 1578) | 1% of 290,000 active | inhibition, % at 4 µM, or EC50 in µM where a hit was titrated | NOD1-driven NF-kB luciferase reporter cells, luminescence; higher % means a stronger effect; in the data active means inhibition mostly above about 36%, no sharp cut-off; inactive means mostly below about 34%;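 further: HEK-293T reporter cells stimulated with the NOD1 agonist gamma-tri-DAP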
M17LAP inhibition: P. falciparum M17LAP inhibitors, primary screen, biochemical, fluorogenic H-Leu-NHMec substrate, 1536-well (AID 1619) | recombinant M17LAP, H-Leu-NHMec fluorogenic kinetic assay; higher % means a stronger effect | inhibition, % at 30 µM, or IC50 in µM where a hit was titrated | 0.38% of 220,000 active;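 active means compound inhibiting the enzyme by more than half at any dose during confirmatory dose-response retesting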;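 further: plate controls were full reaction with DMSO carrier for no effect and no enzyme background for full effect; strong numbers were not always called active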
P. falciparum M1AAP: P. falciparum M1AAP inhibitors, biochemical, fluorogenic H-Leu-NHMec substrate, 1536-well (AID 1445) | recombinant M1AAP, H-Leu-NHMec fluorogenic kinetic assay; higher % means a stronger effect | inhibition, % at 30 µM; hits with a dose series show IC50 in µM | 0.42% of 220,000 active;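 active means primary inhibition above the hit cutoff, then over 50% inhibition at one or more dose response concentrations, cut at about 23% in these data, passing the limit was not always enough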;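 further: plate controls were DMSO full reaction for no effect and no enzyme background for full effect; strong numbers were not always called active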
GPR55 beta-arrestin: selective activators of receptor GPR55 – imaging, U2OS cells, beta-arrestin-GFP redistribution, primary screen (AID 1961); 0.048% of 290,000 active; U2OS GPR55 beta-arrestin-GFP redistribution imaging; higher % means a stronger effect; activation, % at 10 µM; hits with a dose series show EC50 in µM;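 active means activation above 40% with more than 50 cells counted in the well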;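 further: U2OS osteosarcoma cells stably expressing GPR55 and beta-arrestin-GFP; plate controls were DMSO negative control for no effect and LPI positive control for full effect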
KOR beta-arrestin-1: kappa opioid receptor blockers – cell-based, luminescence, uHTS (AID 1778). inhibition, % at 10 µM; hits with a dose series show IC50 in µM. KOR beta-arrestin recruitment, luminescence, antagonist mode; higher % means a stronger effect. 0.091% of 290,000 active; further: strong numbers were not always called active
AID2073: inhibitors of Mint1-CaV2.2 protein interaction, biochemical, HTRF (AID 2073). HTRF protein-protein interaction, Mint1-CaV2.2; higher % means a stronger effect. inhibition, % at 20 µM; hits with a dose series show IC50 in µM. 0.19% of 290,000 active; in the data active means inhibition mostly above about 51%, no sharp cut-off; further: some results filed as inactive read as strong as hits
KOR beta-arrestin-2: KOR agonists, beta-arrestin recruitment, primary screen, cell-based, luminescence, uHTS (AID 1777); KOR beta-arrestin recruitment, luminescence; higher % means a stronger effect; one-dose activation, % at 10 µM; EC50 in µM for titrated hits; 0.02% of 280,000 active; in the data active means activation above about 50%, passing the limit was not always enough; further: a part of the inactive calls stands beside numbers as strong as those of hits
Dynein cargo inh cytoplasmic EGFP: also measured in Dynein cargo inh; calls as there; z-score; measured here: cytoplasmic GR-EGFP intensity; hits give high values
Dynein cargo inh nuclear GR-EGFP: second read-out of Dynein cargo inh, no call of its own (marks repeat the call); z-score; measured here: nuclear GR-EGFP intensity;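 lower value marks the stronger effect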
Dynein cargo inh cell count: second read-out of Dynein cargo inh, no call of its own (marks repeat the call); z-score; measured here: cell count per field
Starred values were filed as active, the others as inactive; nt = not tested or not shown; [ ] = remark or other dose. Unless noted, no stated cut-off is given here; in the data, active means inhibition above about 50%; inactive means the rest.

Each structure is followed by: HEK293 NOD2/NF-kB	KOR beta-arrestin-2	AID2073	P. falciparum M1AAP	GPR55 beta-arrestin	Dynein cargo inh	Dynein cargo inh cytoplasmic EGFP	KOR beta-arrestin-1	Dynein cargo inh nuclear GR-EGFP	M17LAP inhibition	NOD1 NF-kB reporter	Dynein cargo inh cell count
CC1(C)CC(=O)C=C(C(=O)N2CCCC(CCC(=O)NCc3ccccc3F)C2)O1 (centres undefined)
  -16%	-4.0%	12%	1%	0.0%	-0.32	-0.23	-6%	0.043	6%	-41%	0.44
O=C(O)C12CC3CC(C1)CC(n1ncc(N4CCN(c5ccccc5)CC4)c(Cl)c1=O)(C3)C2
  11%	1.2%	18%	13%	0.0%	1.9	0.088	26%	1.2	62%	-15%	-1.3
CC(=O)Nc1ccc(OCCC[n+]2cccc(C(=O)[O-])c2)cc1
  16%	-5.1%	11%	0%	0.0%	-0.32	-0.26	-1%	-0.0084	-1%	-23%	0.31
CC(=O)N1CCN(c2cccc(C)c2C)CC1
  -2%	-0.9%	-8%	5%	0.1%	-1.2	-0.29	32%	-0.45	11%	-1%	0.33
O=C(CN1CCN(C(=O)N2CCOCC2)CC1)Nc1cc(Cl)ccc1Cl
  -6%	0.1%	-9%	nt	0.6%	nt	nt	-23%	nt	nt	-14%	nt
CC(=O)c1ccc(OC(C)C)c(Cc2c(O)nc(N)[nH]c2=O)c1
  13%	0.7%	-4%	6%	-0.4%	0.18	-0.26	-32%	0.11	-5%	-22%	0.38
CCCc1nc(SCC(=O)N2CCCC2)c2c(=O)n(C)c(=O)n(C)c2n1
  9%	13%	10%	nt	-0.1%	nt	nt	-23%	nt	nt	-23%	nt
O=C(Nc1nc2ccc(F)cc2s1)c1ccccn1
  82%*	-4.3%	7%	-13%	0.0%	0.54	-0.29	4.6µM*	0.069	1%	107%*	-1.2
Cc1ccccc1NC(=O)c1cc(S(=O)(=O)N2CCCCC2)cs1
  5%	5.1%	-10%	10%	-0.1%	0.18	-0.058	-8%	0.18	3%	0%	0.47
CCn1c(SCC(=O)Nc2ccc(C)cc2)nnc1-c1cnccn1
  0%	1.0%	6%	nt	-0.1%	nt	nt	-11%	nt	nt	-16%	nt
N#CC1=C2SCN(c3ccc(F)cc3)CN2C(=O)CC1c1cccc(F)c1 (centres undefined)
  11%	-5.3%	1.6µM*	13%	-0.2%	0.15	0.97	-28%	0.47	-29%	28%	-0.14
CC(C)C(C(=O)C=[N+]=[N-])N1C(=O)c2ccccc2C1=O (centres undefined)
  -3%	-10%	7%	8%	0.2%	1	-0.2	-1%	0.35	10%	9%	-0.47
CCN(Cc1ccccc1)C(=O)Cn1c(=O)n(CC(=O)N2CCCCC2)c(=O)c2sccc21
  7%	-2.6%	5%	nt	-0.1%	nt	nt	21%	nt	nt	29%	nt
CCc1nn(C(C)C(=O)Nc2cccc(C)c2C)c(=O)c2cc3occc3n12 (centres undefined)
  -16%	0.7%	0%	2%	0.2%	-0.36	-0.18	7%	0.57	-4%	-21%	0.27
CCSc1nnc(NC(=O)CN(C)S(=O)(=O)c2ccc(F)cc2)s1
  20%	-4.1%	3%	19%	0.1%	0.53	0.12	-21%	1.1	41%	10%	-0.5
COC(=O)C1=C(C)N(C2CCCC2)C(=O)C1(NC(C)=O)C(F)(F)F (centres undefined)
  -3%	3.6%	1%	0%	-0.1%	0.51	-0.25	-14%	0.39	-18%	-3%	-0.17
NC(=O)[C@@H]1CCCN1C(=O)c1cc(COc2ccc3c(c2)CCCC3)on1
  2%	-0.1%	0%	nt	-0.1%	nt	nt	-21%	nt	nt	-37%	nt
CN(n1cnc2ccccc2c1=O)S(C)(=O)=O
  -2%	-1.3%	2%	-3%	-0.2%	-1.1	-0.27	-2%	-0.72	-4%	-15%	0.83
Cn1c(=O)n(C)c2cc(S(=O)(=O)N3CCCCC3)ccc21
  1%	-1.3%	6%	nt	0.6%	nt	nt	-9%	nt	nt	-15%	nt
COc1ccccc1N(CC(=O)NC1CCCCC1)S(=O)(=O)c1cccs1
  15%	-2.0%	7%	nt	0.0%	-0.31	-0.73	10%	-0.37	nt	5%	0.36
Cc1cccc(NC2=C(Cl)C(=O)OC2OC(=O)c2ccco2)c1 (centres undefined)
  19%	-0.7%	14%	7%	0.1%	-1.4	-0.15	17%	-0.67	10%	-5%	-0.11
COc1ccc(C(Nc2ccccn2)c2oc(CO)cc(=O)c2O)cc1 (centres undefined)
  10%	-2.4%	11%	2%	1.6%	0.47	-0.2	-11%	0.14	23%	6%	-0.75
Cc1cc(C)c(C)c(S(=O)(=O)Nc2ccccc2C(=O)NCCCN2CCOCC2)c1C
  1%	-3.0%	11%	-3%	0.2%	0.15	-0.24	1%	0.48	4%	-16%	-0.77
COC(=O)c1ccc(-n2nnnc2SCC(=O)Nc2ccccc2C(=O)OC)cc1
  4%	-0.6%	2%	11%	-0.2%	0.09	-0.17	-56%	0.54	0%	-5%	1.1
N#Cc1c(N2CCN(C(=O)c3ccccc3Cl)CC2)nc(-c2ccccc2)c2c1CCCC2
  4%	3.1%	36%	5%	0.0%	-0.18	-0.19	1%	0.39	-8%	-26%	0.58
O=C(O)/C=C/c1cn(Cc2ccccc2Cl)nc1-c1ccccc1
  -5%	5.6%	0%	1%	0.6%	-0.82	-0.27	29%	-0.4	4%	-2%	1.2
CCCc1cc(C(=O)Nc2cc(C)on2)no1
  -44%	6.6%	-4%	4%	-0.1%	-0.21	-0.063	5%	0.18	2%	-44%	-0.49
CCc1ccc(C2CC(=O)N3CN(c4ccccc4)CSC3=C2C#N)cc1 (centres undefined)
  1%	-6.8%	88%	5%	-0.2%	1.5	-0.098	-5%	1.1	11%	-17%	-0.71
CC(=O)NCCc1ccc(S(=O)(=O)N(C)C2CCS(=O)(=O)C2)cc1 (centres undefined)
  5%	3.0%	-6%	6%	-0.1%	-0.56	-0.21	-26%	-0.4	-10%	-21%	0.2
CCOC(=O)c1c(NC(=O)CSc2nnc(CNc3ccc(F)cc3)o2)sc(C(C)=O)c1C
  9%	-2.3%	6%	17%	-0.2%	1.7	-0.05	-8%	1.4	13%	-19%	-1.4

Reprinted at random: 3 records from the list.
Each structure is followed by: HEK293 NOD2/NF-kB	KOR beta-arrestin-2	AID2073	P. falciparum M1AAP	GPR55 beta-arrestin	Dynein cargo inh	Dynein cargo inh cytoplasmic EGFP	KOR beta-arrestin-1	Dynein cargo inh nuclear GR-EGFP	M17LAP inhibition	NOD1 NF-kB reporter	Dynein cargo inh cell count
COc1ccc(C(Nc2ccccn2)c2oc(CO)cc(=O)c2O)cc1 (centres undefined)
  10%	-2.4%	11%	2%	1.6%	0.47	-0.2	-11%	0.14	23%	6%	-0.75
CCCc1nc(SCC(=O)N2CCCC2)c2c(=O)n(C)c(=O)n(C)c2n1
  9%	13%	10%	nt	-0.1%	nt	nt	-23%	nt	nt	-23%	nt
CC(C)C(C(=O)C=[N+]=[N-])N1C(=O)c2ccccc2C1=O (centres undefined)
  -3%	-10%	7%	8%	0.2%	1	-0.2	-1%	0.35	10%	9%	-0.47

Next section.
Each structure is followed by: HEK293 NOD2/NF-kB	KOR beta-arrestin-2	AID2073	P. falciparum M1AAP	GPR55 beta-arrestin	Dynein cargo inh	Dynein cargo inh cytoplasmic EGFP	KOR beta-arrestin-1	Dynein cargo inh nuclear GR-EGFP	M17LAP inhibition	NOD1 NF-kB reporter	Dynein cargo inh cell count
Nc1nonc1-n1nnc(C(=O)N/N=C/c2c(Cl)cccc2Cl)c1CSC1=NCCS1
  -41%	1.1%	7%	-2%	0.0%	1.1	-0.073	-14%	1.5	-9%	0%	-1.7
COc1ccc(NC(=O)Nc2ccc(C)cc2OC(F)F)cc1OC
  20%	-7.1%	13%	4%	-0.2%	-0.027	-0.3	26%	0.13	8%	-4%	1.8
C=C1CCC[C@]2(C)C[C@H]3OC(=O)C(CNCCN(C)C)[C@H]3CC12 (some centres undefined)
  16%	-4.4%	13%	nt	-0.1%	nt	nt	17%	nt	nt	-3%	nt
COc1ccc(NC(=O)c2cc(-c3cc(C)cc(C)c3O)n[nH]2)cc1Cl
  10%	3.8%	5%	7%	-0.1%	0.65	-0.2	-104%	0.54	2%	-2%	-0.017
CC(C)(C)NC(=O)C(c1ccncc1)N(C(=O)C1CSC(=O)C1)c1ccccc1 (centres undefined)
  12%	-3.4%	-1%	-2%	-0.2%	-0.32	-0.25	-2%	0.39	1%	-25%	0.2
O=c1/c(=C/c2ccccn2)sc2nc3ccccc3n12
  -81%	-2.8%	23%	5%	-0.3%	-0.89	-0.17	14%	-0.3	-18%	-98%	0.98
CS(=O)(=O)N(CC(=O)Nc1ccccc1C(=O)NCCc1ccccc1)c1ccc2c(c1)OCCO2
  -4%	1.6%	25%	3%	-0.1%	1.7	-0.49	-31%	0.65	11%	-5%	0.89
CCc1nnc(NC(=O)CCC(=O)NC2CCCCCCC2)s1
  8%	7.1%	9%	nt	0.2%	nt	nt	-2%	nt	nt	-10%	nt
O=C(Cc1ccc(-c2ccccc2)cc1)NNC(=S)NCc1ccco1
  5%	-3.7%	16%	-11%	-0.2%	0.27	-0.33	-12%	-0.034	-4%	41%*	0.28
Cc1csc(NC(=O)Cc2coc3cc(C)c(C(C)C)cc23)n1
  -54%	4.6%	38%	3%	0.5%	1.8	-0.19	2%	1.1	0%	25%	-1.1
O=C(O)CC(C(=O)Nc1cccc(C(F)(F)F)c1)C1CCCO1 (centres undefined)
  13%	2.5%	1%	1%	-0.1%	-0.67	-0.27	-9%	-0.46	36%	-21%	0.31
O=C(Nc1sc2c(c1C(=O)O)CCC2)c1ccccc1Cl
  33%	6.2%	18%	nt	0.0%	nt	nt	-55%[20 µM]	nt	nt	18%	nt
CCNC(=S)NNc1nnc(-c2ccccc2)c(-c2ccccc2)n1
  11%	0.6%	-16%	nt	-0.3%	nt	nt	-51%[20 µM]	nt	nt	-12%	nt
CC(C)(Cc1nc2ccccc2[nH]1)C(=O)O
  -3%	-1.8%	-6%	-5%	-0.1%	0.88	-0.17	-8%	0.6	23%	-9%	0.14
COC(=O)[C@@H](NC(=O)NCc1ccccc1F)C(C)C
  -7%	-1.2%	-4%	6%	0.3%	-0.34	0.11	-15%	-0.12	14%	-16%	0.11

An excerpt, so the mix of outcomes need not match the whole.
